PLC-beta3 inh: blocks human PLC-beta3 enzyme activity | AID 720704 | 370,000 compounds, 0.18% hits | inhibition, % at 12.2 µM | Purified PLC-beta3, fluorogenic substrate, fluorescence | Q01970; in the data active = inhibition above about 11%;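 note: 0% = median of compound wells on plate and 100% = full blocker control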
PLCg1 inh: blocks human PLC-gamma1 enzyme activity | 370,000 compounds, 0.84% hits | P19174 | inhibition, % at 12.2 µM | purified PLC-gamma1, fluorogenic substrate, fluorescence; in the data active = inhibition above about 9.5%
hcDAF12 agonist: activates DAF-12 receptor from parasite H. contortus; HEK293 hcDAF-12 lit1-tk-luc reporter, luminescence; 0% DMSO, 100% Δ7-dafachronic acid; activation, % at 6.8 µM; 370,000 compounds, 1.4% hits; AID 652067;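 active = activation above the mean of all tested compounds plus 3 SD, cut at about 5.5% in these data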;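 note: 100% = response to 3 µM Δ7-dafachronic acid high control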
ssDAF-12 act: activates DAF-12 receptor from parasite S. stercoralis; 370,000 compounds, 1% hits; HEK293 ssDAF-12/GRIP1 lit1-tk-luc reporter, luminescence; % of 3 µM dafachronic acid response; activation, % at 6.8 µM;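 active = activation above the mean over all tested compounds plus 3 SD, cut at about 0.9% in these data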;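 note: 0% = DMSO-only wells and 100% = 3 µM delta7-dafachronic acid wells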
DAX1 inh-1: inhibitors of human orphan nuclear receptor DAX1 (NR0B1); P51843; HEK293 Gal4-DAX1 luciferase reporter, luminescence; inhibition, % at 6.75 µM; 340,000 compounds, 0.99% hits; AID 504766;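 active = inhibition above the mean over all tested compounds plus 3 SD, cut at about 4.2% in these data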;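 note: 0% = DAX1-transfected cells with DMSO and 100% = empty-vector control cells with DMSO; inhibition shows as a rise in luminescence from relieved DAX1 repression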
Target sequence (P51843 207-470 limits assumed): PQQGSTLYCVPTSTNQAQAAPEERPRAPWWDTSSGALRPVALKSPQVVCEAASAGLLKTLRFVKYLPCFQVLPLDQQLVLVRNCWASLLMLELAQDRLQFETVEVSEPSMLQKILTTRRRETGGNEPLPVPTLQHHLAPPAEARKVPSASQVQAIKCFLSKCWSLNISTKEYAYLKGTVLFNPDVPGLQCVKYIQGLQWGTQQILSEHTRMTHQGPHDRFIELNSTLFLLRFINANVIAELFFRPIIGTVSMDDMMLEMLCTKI
sPLA2-III inh: Blocks human group III sPLA2 activity. inhibition, % at 12.2 µM. 370,000 compounds, 0.56% hits. Q9NZ20. QFRET BODIPY PC-A2 liposome hydrolysis, fluorescence. AID 743126;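 active = inhibition above mean plus 3 SD of compounds lying within the high and low control bounds, cut at about 19% in these data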;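 note: 0% = median of test compound wells and 100% = no enzyme DMSO wells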
Target sequence (Q9NZ20 whole entry, looked up): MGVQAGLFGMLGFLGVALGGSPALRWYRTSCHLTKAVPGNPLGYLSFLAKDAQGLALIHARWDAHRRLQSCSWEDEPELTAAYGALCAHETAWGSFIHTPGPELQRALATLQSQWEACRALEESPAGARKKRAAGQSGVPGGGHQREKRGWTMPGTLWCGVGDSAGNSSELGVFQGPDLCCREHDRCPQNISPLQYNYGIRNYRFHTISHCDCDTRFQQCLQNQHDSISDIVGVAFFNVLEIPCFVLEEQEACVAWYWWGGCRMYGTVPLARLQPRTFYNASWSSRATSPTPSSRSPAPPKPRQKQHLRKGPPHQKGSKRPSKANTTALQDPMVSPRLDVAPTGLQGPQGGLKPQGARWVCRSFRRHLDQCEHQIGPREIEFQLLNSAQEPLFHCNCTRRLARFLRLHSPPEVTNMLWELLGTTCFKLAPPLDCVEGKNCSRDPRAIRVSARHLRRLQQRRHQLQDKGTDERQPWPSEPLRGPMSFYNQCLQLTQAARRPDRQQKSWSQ
GAA850 FXN act: activators of GAA850 frataxin (FXN) promoter; HEK293 lucGAA850 FXN promoter luciferase reporter, 24 h; percent of 10 µM SAHA response; activation, % at 6 µM; 360,000 compounds, 0.56% hits;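 active = activation above the average of all compounds screened plus 3 SD, cutoff fixed separately per campaign, cut at about 7.5% in these data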;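 note: 0% = DMSO wells and 100% = 10 µM SAHA wells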
hgDAF12 agonist: activates the H. glycines DAF-12 receptor ligand-binding domain | HEK293 GAL4-hgDAF12 UAS-luciferase reporter, agonist luminescence; normalized to butyrate control | activation, % at 6.8 µM | 370,000 compounds, 1.8% hits | AID 687014;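 active = activation above a cutoff set at the mean of all screened compounds plus 3 SD, cut at about 10% in these data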;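 note: 0% = DMSO wells and 100% = sodium butyrate wells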
ADAM10 inh: inhibits human ADAM10 | O14672 | recombinant ADAM10, EDANS/DABCYL FRET peptide cleavage, 3 h | inhibition, % at 7 µM | 370,000 compounds, 0.62% hits | AID 720582;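 active = inhibition above a per-campaign cutoff equal to the mean of compounds falling between control-based bounds plus 3 SD, cut at about 20% in these data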;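 note: 0% = DMSO wells while the 100% control is not disclosed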
DAX1 inh-2: inhibitors of DAX1 repression of SF-1 activated StAR promoter. inhibition, % at 6.8 µM. 370,000 compounds, 1.1% hits. HEK293T StAR-luciferase reporter, SF-1/DAX-1 repression relief. AID 652010;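 active = inhibition above the mean over all tested compounds plus 3 SD, cut at about 3.6% in these data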;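 note: 0% = DAX-1 cells with DMSO and 100% = cells lacking DAX-1 with DMSO; higher inhibition means more luminescence from relief of DAX-1 repression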
ADAM17 inh: inhibitors of human ADAM17; P78536; recombinant ADAM17, EDANS/DABCYL FRET peptide cleavage; inhibition, % at 6.95 µM; 370,000 compounds, 0.83% hits;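 active = inhibition above the mean of compounds lying between control limits plus 3 SD, set per campaign, cut at about 8.5% in these data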;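 note: 0% = DMSO-only wells as the low control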
* = called active by the depositor; i = inactive; / = no result given.

SMILES	PLC-beta3 inh	PLCg1 inh	hcDAF12 agonist	ssDAF-12 act	DAX1 inh-1	sPLA2-III inh	GAA850 FXN act	hgDAF12 agonist	ADAM10 inh	DAX1 inh-2	ADAM17 inh
c1ccc2cc3c(NCCN4CCOCC4)ccnc3cc2c1	-142	-134	3.6	-0.9	1.6	-2	-0.7	-0.8	-264	-0.4	-78
COC(=O)c1ccc(CNC(=O)COC(=O)CC23CC4CC(CC(Br)(C4)C2)C3)cc1	2	0	-1.1	-1.3	1.4	-3	1.9	-1.5	7	-0.2	3
CC(CC(=O)NC1CCCC1)c1ccccc1 (stereo unspecified)	-1	-3	-0.8	-1.2	2.4	2	0.7	1.3	-9	-0.7	-3
CCCCNC(=O)n1c(SC)nc2ccccc21	-1	0	-0.7	-1.4	0.6	6	-3.5	2.0	-1	-0.6	-3
O=C(CSc1nc2ccccc2s1)NNC(=O)Nc1ccc(Cl)c(Cl)c1	-1	2	0.4	-0.2	-0.3	-39	0.1	0.8	10	0.6	2
O=C(CN1C(=O)c2ccccc2C1=O)Nc1cccc(S(=O)(=O)Nc2ccccc2Cl)c1	4	3	0.1	-0.9	-1.7	-22	1.0	-0.2	7	-0.2	7
COc1cccc(-c2cc(C(F)(F)F)nc(N3CCOCC3)n2)c1	-12	-7	-0.2	-0.1	-0.3	0	0.7	-0.4	5	0.0	-4
CC(C)(C)n1cnc2cc(NC(=O)c3ccc(Cl)cc3)ccc21	-4	1	5.1	1.3*	3.5	-14	4.0	14*	0	3.3	-1
Cc1ccc(C(=O)Nc2nnc(Cc3ccccc3)s2)cc1	-6	0	-1.6	-0.6	1.0	1	0.6	1.4	1	-0.9	-3
CCOC(=O)c1ccc(N2C(=O)CC(N(C)Cc3ccccc3)C2=O)cc1 (stereo unspecified)	3	1	-1.0	-1.2	0.3	-8	-0.2	-2.1	0	0.0	-1
CCOC(=O)c1cc(C(=O)OCC)c2cc(Br)ccc2n1	0	0	-2.0	-1.7	0.8	1	2.7	-0.3	-2	0.1	0
Cc1ccc(C(=O)N/N=C\c2c(C)nn(-c3ccccc3)c2Cl)cn1	-6	1	-2.5	-1.7	-1.1	5	2.5	1.6	-3	0.2	-3
CCc1ccc(NC2=NC(C(=O)NC3CCCCC3)CC(=O)N2)cc1 (stereo unspecified)	2	3	-1.3	-1.4	0.3	-3	-0.2	-0.2	-3	0.0	-2
CC1Sc2ccc(Cl)cc2-c2nc(N)ncc21 (stereo unspecified)	-36	-30	-1.6	-0.6	-1.4	6	1.5	3.1	-26	-0.4	-6
CC(C)Nc1ncnc2c1cnn2Cc1ccc(Cl)cc1	1	-109	-1.4	-1.6	1.5	-6	1.0	-2.9	0	-0.7	5
O=C(OCc1nc2ccccc2s1)c1cc2ccccc2oc1=O	-10	1	6.2*	0.9*	/	22*	/	3.6	-37	1.3	-16
Cc1ccc(OCCNC(=O)[C@H]2O[C@@H](n3ccc(=O)[nH]c3=O)[C@H](O)[C@@H]2O)cc1C	3	3	-0.1	-0.7	/	2	/	2.6	-5	0.3	-1
O=C(NC(Cc1ccccc1)C(=O)O)/C(=C/c1ccc([N+](=O)[O-])cc1)NC(=O)c1ccccc1 (stereo unspecified)	-25	-16	-2.4	-0.9	0.9	-10	-2.3	-0.2	-2	0.1	2
Cc1cc2ccccc2c(=O)n1CC(=O)NCC(=O)N1CCN(c2cccc(Cl)c2)CC1	3	-2	1.1	-0.1	-0.9	2	-0.4	-2.1	0	0.4	1
c1ccc(CSc2ncnc3c2cnn3-c2ccccc2)cc1	0	-1	-0.7	-1.1	-0.8	10	3.5	-3.1	-6	-0.3	2
CSC1=NCCN1S(=O)(=O)c1ccc(F)cc1	1	4	-0.6	-0.7	1.7	6	0.7	3.2	3	-0.1	-1
CCN(Cc1ccccc1)C(=O)CN1C(=O)c2ccccc2C1=O	-5	1	-1.2	-1.2	-0.8	7	-1.7	-0.9	-4	0.1	0
COc1cccc(-n2c(-c3ccco3)nc3nc4ccccc4nc32)c1	-21	-16	-1.2	-1.2	3.1	7	-0.1	1.9	-16	-0.5	-9
COC(=O)c1nnn(-c2ccc(Cl)c(Cl)c2)c1C(=O)OC	-8	4	-0.5	-1.1	0.9	9	-1.3	-1.9	-3	0.0	-4
O=C(CN1CCN(c2ccccc2)CC1)Nc1ccccc1C(=O)NCCc1ccccc1	3	0	5.8*	0.8	2.7	-1	1.5	6.8	-7	4.7*	0
Next part
SMILES	PLC-beta3 inh	PLCg1 inh	hcDAF12 agonist	ssDAF-12 act	DAX1 inh-1	sPLA2-III inh	GAA850 FXN act	hgDAF12 agonist	ADAM10 inh	DAX1 inh-2	ADAM17 inh
Cc1cc(C(=O)N2CCN(S(=O)(=O)c3ccccc3F)CC2)c(C)o1	2	2	-0.3	-0.1	0.7	4	2.3	-4.2	7	-0.1	1
CCC(=O)Nc1nnc(SCc2ccccc2F)s1	5	5	-3.1	-1.9	-0.2	4	1.3	-2.8	-2	-0.3	0
O=C(Cc1nc(-c2ccc([N+](=O)[O-])cc2)cs1)Nc1ccccc1	-167	0	-2.1	-1.3	-0.5	-32	-4.9	-4.0	3	-3.0	1
Cc1cc(C)cc(N(C(C)C(=O)Nc2c(C)n(C)n(-c3ccccc3)c2=O)S(C)(=O)=O)c1 (stereo unspecified)	4	5	-0.9	-1.5	-0.5	10	0.8	-0.6	-9	-0.5	1
Oc1c(C=NCc2ccccc2)sc2ccccc12	-7	-5	4.0	-0.2	12*	3	1.6	15*	-24	1.1	-13
COc1ccc(/C(O)=C2\C(=O)C(=O)N(c3cc(C)on3)C2c2ccccc2OC)cc1C (stereo unspecified)	-51	-54	-0.7	0.0	0.2	-9	0.3	0.9	-2	-0.8	-2
COc1cc(OC)cc(C(=O)N[C@H](C(=O)OCC(=O)c2ccc(F)cc2)C(C)C)c1	-7	-1	-0.2	-1.6	0.0	-24	1.6	1.3	4	0.1	-2
COc1cccc(C(=O)OC(C)CN2CCCC2)c1 (stereo unspecified)	-1	4	1.7	-1.5	-1.0	5	-0.2	0.9	-6	0.1	-3
Cc1ccc(C)c(-n2nnc3ccccc3c2=O)c1	-2	2	1.0	-1.1	0.0	-1	1.8	-1.1	-14	-4.9	-2
CCOC(=O)c1cc(-c2ccc(OC)cc2)nc2c1c(C)nn2CCC#N	i	i	-2.0	-1.7	0.2	-19	1.7	0.7	i	-0.9	-184
CC1=CC(C)[C@H](/C=N/n2c(=O)[nH]c3c([nH]c4ccc(C)cc43)c2=O)C(C)C1 (stereo partly specified)	-73	-55	-2.6	-1.1	2.1	3	-1.1	-1.6	-494	1.2	-165
CCOc1cc(C(=O)Nc2cc(F)ccc2C)ccc1OCC(=O)N1CCOCC1	-6	0	-1.5	-1.3	-0.1	8	-0.3	-1.7	-13	-1.7	-2
O=C(NCC(F)(F)F)N1CCOCC1	4	2	-2.1	-1.5	-0.5	-6	0.8	0.2	1	-0.3	-3
c1ccn(-c2ccc(-c3ccn[nH]3)cc2)c1	5	1	10*	2.2*	3.5	-19	2.5	13*	-6	2.4	-1
O=C(Nc1ccc2c(c1)OCCO2)c1c(F)c(F)c(F)c(F)c1F	-2	-2	0.2	-1.1	0.1	-5	-2.0	-0.9	3	-1.3	-2
Cc1ccc(C(=O)CCNc2ccc(Cl)cc2)o1	-5	-1	-0.3	-1.0	1.5	-4	-2.1	8.0	12	1.2	0
Cc1c(C(=O)O)c(C(=O)O)c2n1CCS2	-4	2	-1.9	-1.3	1.9	2	0.3	0.8	4	0.2	-2
CCN(CC)C(=O)CC[C@H]1CC[C@]2(CCCN(C(=O)c3cccnc3)C2)O1	0	-2	0.0	-1.5	/	2	/	0.1	4	0.1	0
O=S(=O)(c1ccc(Br)c2ccccc12)N1CCCC1	-6	-2	-2.2	-1.3	0.7	-4	5.0	-2.6	6	0.2	0
Cc1ccc(C(=O)N/C(=C/c2cccs2)C(=O)N2CCCCC2)cc1	3	0	-3.0	-0.9	0.9	0	3.0	-3.7	1	0.3	3
C/C(=N\NC(=O)OC(C)(C)C)c1ccc[nH]1	-4	-5	1.3	0.1	1.0	-3	1.8	14*	-7	2.7	-1
CS(=O)(=O)Nc1ccc(OCc2ccccc2)cc1	4	4	2.2	-1.1	0.5	-4	4.7	3.4	1	1.5	-1
Cc1c(NC(=O)Cn2nc(C(=O)O)c3ccccc3c2=O)c(=O)n(-c2ccccc2)n1C	2	1	-0.4	-0.8	-0.1	-1	3.6	0.0	6	0.2	3
COc1ccc(OCC(=O)OCC(=O)N2CC(=O)Nc3ccccc32)cc1	-9	2	-0.5	-1.5	0.6	15	2.8	-1.0	-5	1.0	1
COCCCNC(=O)c1cc2c(=O)n3cccc(C)c3nc2s1	-223	-162	4.3	-0.4	0.7	-1	4.3	1.8	i	-0.5	-194
(list continues)
SMILES	PLC-beta3 inh	PLCg1 inh	hcDAF12 agonist	ssDAF-12 act	DAX1 inh-1	sPLA2-III inh	GAA850 FXN act	hgDAF12 agonist	ADAM10 inh	DAX1 inh-2	ADAM17 inh
Cc1onc(NC(=O)NC(=O)c2c(Cl)cccc2Cl)c1Br	-5	8	-1.3	-1.1	-0.6	-6	1.4	1.0	0	1.1	-7
CC1(c2ccc(Cl)cc2)NC(=O)N(CC(=O)Nc2ccc(N3CCCCC3)cc2)C1=O (stereo unspecified)	1	3	-1.9	-1.2	-2.5	7	0.0	3.1	0	-2.7	-1
CC(C)(C)[C@H](NC(=O)c1cc(Cl)cc(Cl)c1)C(=O)N1CCC[C@H]1C(=O)N[C@H](C#N)CC(=O)O	3	-1	0.0	-1.1	/	-4	/	-1.6	-4	/	-5
COc1cccc(-n2c(=S)sc3c(=O)n(-c4ccccc4OC)c(SCC4OCCO4)nc32)c1	-3	1	0.3	-0.9	-0.2	1	0.3	6.3	7	0.3	0
O=C(CC1C(=O)NCCN1C/C=C/c1ccccc1)NCCCC1CCCC1 (stereo unspecified)	-4	0	-0.8	-0.2	2.0	-9	4.8	1.7	-1	0.3	0
Cc1nnc(-c2ccc(N3CCCCCC3)c([N+](=O)[O-])c2)o1	-47	0	-0.5	-0.7	1.6	-4	3.2	7.5	3	0.1	-1
CSC1=C(C#N)C(CC(C)C)C(C(C)=O)=C(C)N1 (stereo unspecified)	-15	-4	-1.1	-0.9	-0.7	-1	-2.2	2.3	2	0.0	3
Cc1cccc(N2CCN(C(=O)COc3ccc4c(c3)CCC4)CC2)c1C	-1	2	0.3	-1.1	-0.1	-1	0.4	0.2	-1	0.6	4
Cn1c(N)c(C(=O)CSc2nc3ccccc3n2-c2ccccc2)c(=O)n(C)c1=O	5	1	-1.2	-1.4	0.0	3	-0.1	-0.2	5	0.4	1

Molecules shown so far that have a CF3 group (two):
SMILES	PLC-beta3 inh	PLCg1 inh	hcDAF12 agonist	ssDAF-12 act	DAX1 inh-1	sPLA2-III inh	GAA850 FXN act	hgDAF12 agonist	ADAM10 inh	DAX1 inh-2	ADAM17 inh
COc1cccc(-c2cc(C(F)(F)F)nc(N3CCOCC3)n2)c1	-12	-7	-0.2	-0.1	-0.3	0	0.7	-0.4	5	0.0	-4
O=C(NCC(F)(F)F)N1CCOCC1	4	2	-2.1	-1.5	-0.5	-6	0.8	0.2	1	-0.3	-3

Screens as filed in PubChem BioAssay.
